From PubChem BioAssay
CCT chaperon mod – cytosolic chaperonin activity modulation; purified chaperonin ATPase assay, HTRF ADP detection, 30 min; activity change, % (no concentration beside the values), hits read low; 360,000 compounds, 0.3% hits; AID 651819; in the data active = activity change below about -30%; note: % is set by controls: 0 for no effect and ±100 for the full control effect
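Enzyme 40 or 20 nM (batch-dependent) in Tris pH 7.4/KCl/MgCl2/DTT; cpd 76 uM single point; ATP 10 uM; 30 min 37 °C; Transcreener ADP HTRF detection, 30 min RT; ratio 665/615.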
TGFb SMAD3 inh – blocks TGF-b signaling; HepG2 CAGA-GFP TGF-b/SMAD3 reporter, GFP fluorescence, 18 h; TGF-beta stimulated, 500 pg/mL final; Potency, µM (top dose mostly 46.1 µM), for the others: at the top dose activity, negative = inhibition, most hits filed as inhibitors; 410,000 compounds, 1.2% hits; note: potency is the fitted concentration of half-maximal effect; % is set by controls: 0 for no effect and ±100 for the full control effect; nearly all actives have a fitted effect of over 65% in size
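TGF-beta reporter screen: HEPG2 CAGA-GFP, 1% FBS, 500 pg/mL TGF-beta final, 18 h; per-cell GFP summed per well; curves fitted and categorized by class.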
MmCpn inh – M. maripaludis TRiC chaperonin inhibition. purified Mm-Cpn ATPase, ADP Transcreener TR-FRET. AID 504842. Potency, µM (doses to about 76.9 µM), for inactives: at the highest dose activity, negative = inhibition, usual class: inhibitors. 330,000 compounds, 0.031% hits; note: potency is the fitted concentration of half-maximal effect; % is set by controls: 0 for no effect and ±100 for the full control effect; nearly all actives have a fitted effect of over 80% in size
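Eu-cryptate anti-ADP/ADP-d2 competition gives a ratio inversely related to ADP. Enzyme at 25 nM was pre-exposed to compound for 10 min, then given 10 uM ATP for 30 min, 37°C throughout.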
Nrf2 block – blocks Nrf2 signaling | 360,000 compounds, 2.1% hits | Potency, µM (highest dose often 46 µM), for inactives: at the top dose activity change, negative = inhibition, hits mostly inhibitors | A549 ARE-Fluc reporter, luciferase luminescence, 18-24 h | AID 504444; note: potency is the fitted concentration of half-maximal effect; % is set by controls: 0 for no effect and ±100 for the full control effect; nearly all actives have a fitted effect of over 60% in size
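In this cell-based qHTS, ARE-driven firefly luciferase in A549 cells reports Nrf2 activity; the luminescent signal after BugLite lysis is the measured value, with a prior CellTiter-Fluor read for cell health.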
Abeta yeast res – compounds reversing amyloid beta toxicity in yeast; Potency, µM (series often up to 46.1 µM), without a hit: top-dose growth rescue, hits mostly activators; 410,000 compounds, 0.063% hits; yeast expressing A-beta42, growth rescue, OD600, 48 h; response scale: 0% DMSO, 100% iron-clioquinol control; note: potency is the fitted concentration of half-maximal effect; nearly all actives have a fitted effect of over 55% in size
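Growth rescue measured by 600 nm absorbance after 48 h yeast culture at 30 C with compound. Values normalized between DMSO and an equimolar ferric chloride plus clioquinol control.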
A549 tox – A549 cytotoxicity, counter-screen for Nrf2 inhibitors; A549 ARE-Fluc cells, CellTiter-Fluor viability, 18-24 h; Potency, µM (top dose mostly 46 µM), for inactives: at the top dose activity change, negative = cytotoxicity, actives largely listed as inhibitors; 390,000 compounds, 0.16% hits; AID 504648; note: potency is the fitted concentration of half-maximal effect; % is set by controls: 0 for no effect and ±100 for the full control effect
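A549 ARE_Fluc cells in 5% FBS OPTI-MEM were exposed to compounds in concentration-response for 18-24 h at 37 deg C. Viability was read by CellTiter-Fluor fluorescence (Ex 405/Em 525) after 30 min, before the luciferase read.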
Akt phos inh – blocks phosphorylation of Akt; Neuro2A IGF-stimulated pAkt S473 HTRF, 20 min; stronger effect = lower value; 360,000 compounds, 0.32% hits; AID 651550; activity change, % for hits at 50 µM; in the data active = activity change below about -80%; inconclusive = mostly about -51% to -80%; note: % is set by controls: 0 for no effect and ±100 for the full control effect
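Neuro2A cells in DMEM with 0.5% FBS, overnight at 37 deg C, given compound at single 50 µM final, then IGF (6 nM final) for 20 min at 37 deg C. Lysed; phospho-Akt Ser473 by HTRF after 24 h, 665/615 ratio.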
Nrf2 activator – Nrf2 pathway activation; AREc32 ARE-luciferase reporter (MCF7-derived line), luminescence, 24 h; Potency, µM (highest dose often 46.1 µM), for the others: at the top dose activation, actives largely listed as activators; 410,000 compounds, 0.31% hits; note: potency is the fitted concentration of half-maximal effect; % of control where 0% means no effect; nearly all actives have a fitted effect of over 65% in size
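Quantitative high-throughput format: AREc32 reporter cells, 1000 per well, received compound by pin transfer and were incubated 24 hr at 37 deg C, 5% CO2, before Steady-Glo luminescence detection.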
HepG2 viability – kills HepG2 cells in TGF-b inhibitor counter-screen. 410,000 compounds, 0.76% hits. HepG2 CAGA-GFP viability, ATP luminescence, 18 h. Potency, µM (series often up to 46.1 µM), for inactives: top-dose activity change, negative = cytotoxicity, most hits filed as cytotoxic; note: potency is the fitted concentration of half-maximal effect; some results filed as inactive show a strong effect at the top dose
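HepG2 CAGA-GFP cells (1000/well, DMEM with 1% FBS) received compound, then TGF-beta at 500 pg/mL final, and were incubated 18 hours at 37 degrees C. Viability was read by CellTiter-Glo luminescence. Media-only wells were set as complete cell-killing and DMSO as no toxicity.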
The depositor's hits bear a star; i = inactive; ? = inconclusive; · = no result given; [ ] = dose if it differs, or a comment. Unless noted, calls come from the whole dose curve; as a rule, active = well fitted curve in the direction sought with a large enough effect; inconclusive = small, poorly fitted or top-dose-only effect, or another doubt; inactive = no such curve, though single readings can be large; an effect the other way counts as inactive or inconclusive. An unsorted share of the library. Share with any hit: about 4.3%.

SMILES | CCT chaperon mod | TGFb SMAD3 inh | MmCpn inh | Nrf2 block | Abeta yeast res | A549 tox | Akt phos inh | Nrf2 activator | HepG2 viability
COc1ccc(N(CC(=O)Nc2cccc(C)c2C)S(=O)(=O)c2c(C)[nH]c(=O)[nH]c2=O)cc1 | -1.8 | -24% | 3% | -10% | 5% | -3% | i | -0.6% | -7%
CN1CCN(C(=O)c2ccc(C(F)(F)F)cc2)CC1 | -2.3 | -4% | -3% | -1% | -1% | -2% | i | -0.5% | -11%
CC(OC(=O)C1CC1C)C(=O)Nc1ccc(Cl)cn1 (stereo not given) | 6.1 | 16% | 3% | -4% | -2% | 1% | i | 4.0% | 18%
O=C(COC(=O)C1CCC1)Nc1cccc(Cl)c1 | -0.6 | 28% | 1% | ? | 4% | 3% | i | -0.2% | 15%
COc1ccc(-c2nc(CC(=O)Nc3cccc(S(=O)(=O)NC4=NCCC4)c3)cs2)cc1 | -1.9 | -23% | ? | -16% | -18% | 15% | i | 3.8% | -12%
CCn1c(=O)c(C(=O)Nc2cc(OC)c(OC)c(OC)c2)nc2ccccc21 | · | 18% | · | 10% | -6% | -1% | · | 0.6% | 0%
Cc1cccnc1NC(N)=S | -2.1 | 6% | -1% | -2% | ? | 0% | i | 0.3% | -2%
N#CC1(c2nc3ccccc3[nH]2)CC1c1ccc2c(c1)OCO2 (stereo not given) | 0.9 | -1% | 2% | ? | -7% | 5% | i | 2.9% | -5%
Oc1c(/C=N/c2ncn[nH]2)ccc2ccccc12 | -2.0 | -17% | 1% | -7% | 7% | -2% | i | 0.1% | 5%
O=C1CCCN1c1ccc(Br)cc1 | -0.2 | -4% | 0% | -7% | -10% | -5% | i | 0.2% | 0%
CNC(=O)CSc1nnc(-c2ccncc2)n1Cc1ccccc1 | -4.2 | 0% | -1% | -3% | 1% | -9% | -112%* | 0.4% | -6%
O=C(/C=C/NCc1cccnc1)C(F)(F)C(F)(F)F | 0.9 | -13% | 0% | 12% | -14% | -1% | i | -0.4% | 9%
Cc1cc2c(cc(C(=O)N3CCC(C(=O)N4CCCC4)CC3)n2Cc2c(F)cccc2Cl)o1 | 1.7 | -14% | -1% | -12% | -24% | 2% | i | -0.2% | -16%
Cc1ccc(Cc2c(-c3ccc(C#N)cc3)nc3c4ccccc4ccn23)cc1 | 0.2 | ? | · | · | -25% | · | i | 24% | -3%
O=[N+]([O-])c1ccc(/C=N/n2c(-c3ccccc3)n[nH]c2=S)cc1 | 0.6 | -24% | -3% | -8% | -10% | 0% | i | 2.5% | 0%
Cc1ccc(NC(=O)CN2C(=O)CNC2=O)cc1 | -2.2 | ? | 1% | 2% | -13% | 3% | i | -0.1% | -13%
COc1cc(C)c(C(=O)CSc2nnc(CNC(=O)c3ccco3)n2C)cc1C | -2.6 | 1% | 0% | -2% | 4% | 6% | i | 0.1% | -19%
CCOC(=O)CN1CCc2c(C)nc3c(-c4ccc(OC)c(OC)c4)cnn3c21 | -4.6 | 7% | -3% | -22% | 26% | -14% | i | 0.2% | -3%
CCn1c(SCC(=O)N2CCOCC2)nnc1C(C)NC(=O)c1ccccc1 (stereo not given) | -0.8 | -6% | -2% | 3% | 2% | 3% | i | -0.2% | 0%
COc1ccc(C(CNC(=O)CN2C(=O)NC3(CCCC3)C2=O)N(C)C)cc1 (stereo not given) | 0.1 | -6% | 1% | 3% | 0% | 7% | i | -0.5% | 2%
Cc1ccc(S(=O)(=O)NCC(=O)N(CC(=O)NC2CCCCC2)CC2CCCO2)cc1 (stereo not given) | -0.1 | 5% | 1% | · | -6% | -5% | i | 0.1% | 1%
COCCCNC(=O)c1[nH]c2cc(OC)ccc2c1Sc1ccc(C)cc1 | · | 25% | · | ? | -6% | 3% | · | 0.4% | -17%
CC1(C(=O)NS(=O)(=O)c2ccc(Cl)s2)CCN1C(=O)c1ccccc1CCc1ccccc1 (stereo not given) | 1.0 | -1% | · | · | -7% | · | i | 0.1% | -29%
O=C(CCN1C(=O)C2C3C=CC(C3)C2C1=O)N1CC(=O)N(CCc2ccccc2)C(=O)C1 (stereo not given) | -2.8 | 5% | -1% | 24% | -1% | 3% | i | 0.1% | -5%
COc1ccccc1NC(=O)CN1CCN(c2ccccc2F)CC1 | -1.8 | -20% | 2% | · | 9% | -20% | i | 2.3% | -17%
Cc1ccccc1-c1nc(CS(=O)(=O)CC(=O)N2CCc3ccccc32)c(C)o1 | -1.8 | -1% | 2% | 6% | -3% | -3% | i | 0.3% | -9%
Cc1nc(SCC(=O)NCC2CCCO2)c2cc(-c3ccccc3)sc2n1 (stereo not given) | -0.4 | -18% | -12% | ? | -17% | 2% | i | 6.6% | -27%
CN(C)c1ccc(C(=S)N2CCN(C(=S)Nc3ccccc3)CC2)cc1 | -1.4 | 3% | -1% | -10% | -9% | -2% | i | -0.4% | -3%
CCOc1ccccc1C(=O)Nc1nnc(SCC(=O)N2CCOCC2)s1 | -2.1 | 2% | -16% | -10% | 2% | 5% | i | 0.5% | 2%
CN1OC[C@@H]2CN(S(=O)(=O)c3cccc4ccccc34)[C@H](c3ccc(-c4ccccc4)cc3)C[C@@H]21 | 0.2 | -2% | · | · | 2% | · | i | 0.4% | -19%
CCCC(=O)Nc1nc2c(OC)ccc(OC)c2s1 | 0.7 | -9% | -2% | -16% | 12% | 8% | i | 11% | -4%
CCOC(=O)N1CCC(Nc2cccc(SC)c2)CC1 | -2.6 | ? | -2% | ? | 0% | -5% | i | 3.1% | -9%
CCN(CC(=O)Nc1ccc2c(c1)OCCO2)C(=O)C1CCCCC1 | -22 | -30% | 0% | -4% | 7% | -8% | i | -0.6% | -1%
O=C(c1cnn2c1NC(c1ccco1)CC2C(F)(F)F)N1CCN(c2cccc(Cl)c2)CC1 (stereo not given) | -2.0 | ? | -1% | ? | 24% | ? | i | 2.6% | -14%
Cc1ccc(CCNC(=O)c2ccc(CSCc3ccccc3C)o2)cc1 | · | ? | · | · | -1% | 3% | · | -0.9% | -30%
COc1cccc(NC2C=CS(=O)(=O)C2)c1 (stereo not given) | 2.1 | 19% | -2% | · | 14%[9.22 µM] | 0% | i | -0.1% | 1%
Cc1ccc(-c2c(C(=O)N/N=C/c3ccc4c(c3)OCO4)nnn2-c2nonc2N)cc1 | -0.5 | -24% | -3% | -12% | 17% | -1% | i | 0.4% | -20%
COc1ccc(CNC(=O)Cn2cc(C(F)(F)F)ccc2=O)cc1 | -1.7 | -2% | -2% | 7% | 12% | 2% | i | -0.8%[9.22 µM] | 19%
Cc1ccc(NC(=O)CCCCCN2C(=O)[C@@H]3Cc4ccccc4CN3C2=O)c(Cl)c1 | 0.6 | ? | -1% | 23µM* | 11% | -21% | i | 0.1% | -22%
Cc1cccc2cc(CN(Cc3ccco3)C(c3nnnn3CCc3ccccc3)C(C)C)c(=O)[nH]c12 (stereo not given) | 1.9 | 10% | ? | · | ? | ? | i | 3.5% | 23%

3 of the entries above in order of the Nrf2 activator value, high to low:
SMILES	CCT chaperon mod	TGFb SMAD3 inh	MmCpn inh	Nrf2 block	Akt phos inh	Nrf2 activator
Cc1cccc2cc(CN(Cc3ccco3)C(c3nnnn3CCc3ccccc3)C(C)C)c(=O)[nH]c12 (stereo not given)	1.9	10%	?	·	i	3.5%
Cc1ccc(NC(=O)CCCCCN2C(=O)[C@@H]3Cc4ccccc4CN3C2=O)c(Cl)c1	0.6	?	-1%	23µM*	i	0.1%
Cc1ccc(CCNC(=O)c2ccc(CSCc3ccccc3C)o2)cc1	·	?	·	·	·	-0.9%

Later entries
SMILES | CCT chaperon mod | TGFb SMAD3 inh | MmCpn inh | Nrf2 block | Abeta yeast res | A549 tox | Akt phos inh | Nrf2 activator | HepG2 viability
COC(=O)c1cn(NC(=O)Cn2nc([N+](=O)[O-])c(Br)c2C)c(=O)c2ccccc12 | 0.3 | -2% | -1% | -29% | 12% | 1% | i | -0.5% | 1%
Cc1ccc(C)c(NC(=O)CSc2ncnc3nc[nH]c23)c1 | -3.0 | -4% | 1% | -8% | -12% | -4% | · | -0.2% | -12%
CCC1(C(=O)OC)NC(c2ccco2)C2C(=O)N(c3ccc(F)cc3)C(=O)C21 (stereo not given) | -0.8 | -11% | -3% | 0% | 7% | -1% | i | 0.0% | -16%
CCN(C(=O)CSc1ccc(S(=O)(=O)N2CCOCC2)cn1)c1ccccc1 | 1.1 | 6% | -9% | 9% | 3% | -2% | i | -0.3% | -9%

Among those listed so far, 7 contain an NH in an aromatic ring.
SMILES | CCT chaperon mod | TGFb SMAD3 inh | MmCpn inh | Nrf2 block | Abeta yeast res | A549 tox | Akt phos inh | Nrf2 activator | HepG2 viability
COc1ccc(N(CC(=O)Nc2cccc(C)c2C)S(=O)(=O)c2c(C)[nH]c(=O)[nH]c2=O)cc1 | -1.8 | -24% | 3% | -10% | 5% | -3% | i | -0.6% | -7%
N#CC1(c2nc3ccccc3[nH]2)CC1c1ccc2c(c1)OCO2 (stereo not given) | 0.9 | -1% | 2% | ? | -7% | 5% | i | 2.9% | -5%
Oc1c(/C=N/c2ncn[nH]2)ccc2ccccc12 | -2.0 | -17% | 1% | -7% | 7% | -2% | i | 0.1% | 5%
O=[N+]([O-])c1ccc(/C=N/n2c(-c3ccccc3)n[nH]c2=S)cc1 | 0.6 | -24% | -3% | -8% | -10% | 0% | i | 2.5% | 0%
COCCCNC(=O)c1[nH]c2cc(OC)ccc2c1Sc1ccc(C)cc1 | · | 25% | · | ? | -6% | 3% | · | 0.4% | -17%
Cc1cccc2cc(CN(Cc3ccco3)C(c3nnnn3CCc3ccccc3)C(C)C)c(=O)[nH]c12 (stereo not given) | 1.9 | 10% | ? | · | ? | ? | i | 3.5% | 23%
Cc1ccc(C)c(NC(=O)CSc2ncnc3nc[nH]c23)c1 | -3.0 | -4% | 1% | -8% | -12% | -4% | · | -0.2% | -12%
